Assay outcomes as filed in PubChem BioAssay.
BRCA1 expr up = qHTS Assay to Identify Small Molecule Activators of BRCA1 Expression. MCF7-BRCA1-FFLuc reporter, luminescence, 48 h; response scale: scaled: vehicle 0%, 10 µM genistein 100%. Potency, µM (doses to about 46.1 µM), inactives show at the highest dose activation, most hits filed as activators. actives 1.1% (n = 380,000); active = well fitted activation curve with a large enough effect; inconclusive = small, poorly fitted or top-dose-only effect; inactive = no such curve, though single readings can be large or run the other way; also: nearly all actives have a fitted effect of over 80% in size; some results filed as inactive show a strong effect at the top dose
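Cells: MCF7-BRCA1-FFLuc, 2000/well. Exposure: 48 h, 37 °C, 5% CO2. Read: luminescence, 15 min post-substrate. Controls: genistein 10 microM (maximal activation), DMSO (neutral).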
Starred values were filed as active, the others as inactive; ? = inconclusive. Potency is read from the fitted curve at half-maximal effect.

BRCA1 expr up	SMILES
?	CC(C)C1CCN(C(=O)C2CCC(=O)N(C3CCCCCC3)C2)CC1 (centres undefined)
-12%	O=c1[nH][nH]c2c1C(c1ccc(Cl)c(Cl)c1)OC(CCc1ccccc1)C2 (centres undefined)
-16%	NC(CCc1ccccc1)c1csc(Nc2nccc(C(F)(F)F)n2)n1 (centres undefined)
-20%	CC(=O)Nc1ccc(NC(=O)CCCN2C(=O)C(c3ccccc3)Oc3cccnc32)cc1 (centres undefined)
2%	CC1(C(=O)Nc2ccc3c(c2)OCCO3)CCC(=O)N1CCc1c[nH]c2ccccc12 (centres undefined)
8%	COc1ccc(C2=Nc3ccccc3NC(=O)C2N(CCc2ccccc2)C(=O)c2cccs2)cc1 (centres undefined)
-15%	O=C(CSCC(=O)OCC(=O)N1CCN(C(=O)c2ccco2)CC1)Nc1ccc(Cl)cc1
-7%	O=S1(=O)CC(N2CCN(CC3CC3)CC2)CN1Cc1ccc(F)cc1 (centres undefined)
32%	COc1cccc(-c2ccc3nccn3c2)c1
19%	O=C(COC(=O)c1cccc(Br)c1)NC1CCCCCCC1
0%	CCCNC(=O)C1(C)CCCN(C(=O)c2oc3ccccc3c2C)C1 (centres undefined)
8%	CC(C)C[C@H]1COc2cccc(N3CCC[C@H]3CO)c2S(=O)(=O)N1
-8%	CC1(C(=O)Nc2cccc3ncccc23)CCN1C(=O)Cc1ccc(-c2ccccc2)cc1 (centres undefined)
0%	O=C(Nc1cc(S(=O)(=O)N2CCCC2)ccc1OCC(F)(F)F)c1ccncc1
-51%	CC(C)=CCC[C@H](C)CC1Cc2[nH]c(=S)[nH]c(=O)c2C(c2ccc(Cl)cc2)O1 (some centres undefined)
-24%	O=C(COC(=O)c1ccc(O)cc1)Nc1cc(S(=O)(=O)N2CCCCCC2)ccc1Cl
-16%	CC(OC(=O)CCNS(=O)(=O)c1ccc(Cl)cc1)C(=O)N(C)Cc1ccccc1 (centres undefined)
-12%	Nc1nc(=S)[nH]c2n[nH]nc12
-37%	COc1ccc(C(=O)N2CCCCC2c2cc(C(=O)Nc3ccc(F)c(Cl)c3)no2)cc1 (centres undefined)
11%	O=C1NC[C@H](CCCCN2C[C@H](Cc3ccc(O)cc3)N(Cc3ccccc3)C(=O)C2=O)N(Cc2ccccc2)C1=O
-40%	O=C(Nc1nc(OCCN2CCCC2=O)cnc1/C=C\c1ccccc1)c1cc2ccccc2s1
-20%	CN(C)c1ccc(/C=C/c2ccnc3ccc(Br)cc23)cc1
15%	CCCCn1nnnc1C1(C)CCC(=O)N1CCOC (centres undefined)
-4%	Cc1cc(C(=O)N2CCCC(C)(C(=O)NS(=O)(=O)C3CC3)C2)n(C(C)(C)C)n1 (centres undefined)
3%	N#Cc1ccc(OCC(=O)NCCCN2CCCC2=O)cc1
0%	COc1cc(NC(=O)c2ccc(-c3ccnn3C)c3ccoc23)cc(OC)c1OC
4%	Cc1cc(C)c2c(CN3CCCCCCC3)cc(=O)oc2c1
-6%	COc1ccc(OCCN2CCC(C(=O)NC(c3ccc(F)cc3)c3ncccc3C)CC2)cc1 (centres undefined)
9%	C[C@@H]1CCCCO[C@H](CN(C)C(=O)CCC(F)(F)F)[C@@H](C)CN([C@H](C)CO)C(=O)c2cc(NC(=O)c3ccncc3)ccc2O1
0%	CC(=O)CCC(=O)CNC(=O)CC[C@H]1O[C@@H](n2ccc(=O)[nH]c2=O)[C@H](O)[C@@H]1O
-32%	CN1C(=O)[C@H]2[C@@H](c3ccc(C(F)(F)F)cc3)N[C@]3(CCCN(Cc4ccc(Br)cc4)C3=O)[C@H]2C1=O
12%	CC1(C(=O)NS(=O)(=O)c2ccccc2)CCN1C(=O)Cc1cc(F)ccc1F (centres undefined)
-9%	CC(C)(C(=O)N1CCC1(C)C(=O)NS(=O)(=O)c1ccc(Br)cc1)c1ccccc1 (centres undefined)
-51%	COc1cc(OC)c(/C=C/c2nccc3ccccc23)c(OC)c1
8%	CN(C)CCCNc1nc2cc(-c3ccc(C(=O)N4CCN(C)CC4)cc3)sc2c(=O)n1C
12%	CCCS(=O)(=O)NC(=O)C1(C)CCCN(C(=O)c2ccccc2Br)C1 (centres undefined)
1%	Cc1cn([C@H]2C[C@H](O)[C@@H](CNC(=O)[C@H](N)Cc3cn(COCc4ccccc4)cn3)O2)c(=O)[nH]c1=O
-15%	COc1cc(CN2C[C@@H](CO)O[C@@H](n3cnc4c(N5CCN(c6ccccc6)CC5)ncnc43)C2)cc(OC)c1OC
9%	CCCCNC(=O)C1(C)CCCCN1Cc1ccc(-c2ccccc2)cc1 (centres undefined)
-71%	Cc1ccc2c(=O)n3c(nc2c1)C(Cc1ccc(O)cc1)NC(=O)c1cc2ccccc2cc1-3 (centres undefined)
7%	CN(C)c1nn2c(-c3ccccc3)nnc2o1
4%	CC(=O)OC[C@@H]1CN(Cc2ccccc2)C[C@H](n2cnc3c(N(C)C(C)C)ncnc32)O1
46%	Cc1ccc(CNC(=O)COC(=O)c2ccccc2OCC(=O)Nc2ccc(Br)cc2)cc1
4%	CCOc1cc(/C=C/C(=O)OCC(=O)N(CC)C2CCS(=O)(=O)C2)cc(Cl)c1OC (centres undefined)
-8%	COc1cccc(C(NC(C)=O)c2nc(-c3csc4ccccc34)cs2)c1 (centres undefined)
-32%	CCCOc1ccc(F)cc1-c1cc(C(=O)NCc2cccs2)[nH]n1
6%	O=C(/C=C/c1ccccc1[N+](=O)[O-])OCC(=O)N1CCN(c2ccccc2)CC1
5%	O=C(Nc1nc(-c2ccc3c(c2)OCCO3)cs1)c1ccc(Br)o1
-1%	Cc1noc(C)c1C(=O)N1CCC1(C)C(=O)NS(=O)(=O)c1ccccc1Cl (centres undefined)
1%	C[C@H](CO)N1C[C@H](C)[C@@H](CN(C)C(=O)c2cccnc2)Oc2ncc(Br)cc2C1=O

Sorted by molecular weight (highest first): some entries from above.
BRCA1 expr up	SMILES
9%	C[C@@H]1CCCCO[C@H](CN(C)C(=O)CCC(F)(F)F)[C@@H](C)CN([C@H](C)CO)C(=O)c2cc(NC(=O)c3ccncc3)ccc2O1
-15%	COc1cc(CN2C[C@@H](CO)O[C@@H](n3cnc4c(N5CCN(c6ccccc6)CC5)ncnc43)C2)cc(OC)c1OC
-32%	CN1C(=O)[C@H]2[C@@H](c3ccc(C(F)(F)F)cc3)N[C@]3(CCCN(Cc4ccc(Br)cc4)C3=O)[C@H]2C1=O
1%	Cc1cn([C@H]2C[C@H](O)[C@@H](CNC(=O)[C@H](N)Cc3cn(COCc4ccccc4)cn3)O2)c(=O)[nH]c1=O
-9%	CC(C)(C(=O)N1CCC1(C)C(=O)NS(=O)(=O)c1ccc(Br)cc1)c1ccccc1 (centres undefined)
1%	C[C@H](CO)N1C[C@H](C)[C@@H](CN(C)C(=O)c2cccnc2)Oc2ncc(Br)cc2C1=O
4%	CCOc1cc(/C=C/C(=O)OCC(=O)N(CC)C2CCS(=O)(=O)C2)cc(Cl)c1OC (centres undefined)
-71%	Cc1ccc2c(=O)n3c(nc2c1)C(Cc1ccc(O)cc1)NC(=O)c1cc2ccccc2cc1-3 (centres undefined)
12%	CC1(C(=O)NS(=O)(=O)c2ccccc2)CCN1C(=O)Cc1cc(F)ccc1F (centres undefined)
5%	O=C(Nc1nc(-c2ccc3c(c2)OCCO3)cs1)c1ccc(Br)o1
-8%	COc1cccc(C(NC(C)=O)c2nc(-c3csc4ccccc34)cs2)c1 (centres undefined)
9%	CCCCNC(=O)C1(C)CCCCN1Cc1ccc(-c2ccccc2)cc1 (centres undefined)
-51%	COc1cc(OC)c(/C=C/c2nccc3ccccc23)c(OC)c1
4%	Cc1cc(C)c2c(CN3CCCCCCC3)cc(=O)oc2c1

Continued:
BRCA1 expr up	SMILES
-70%	CC(=O)Nc1ccc(-c2ccnc3c2CC(C)(C(=O)Nc2cccc(C(F)(F)F)c2)O3)cc1 (centres undefined)
0%	NC(c1csc(Nc2ccc(C(=O)NCCO)cc2)n1)C1CCCCC1 (centres undefined)
10µM*	COc1cc(Cl)ccc1OCc1cc(C(=O)N2CCN(C)C(=O)[C@@H]2C)no1
-4%	CCOC1=C2[C@@H](CN(S(=O)(=O)c3ccc(C)cc3)[C@H]2c2cccc3ccccc23)[C@H]2C(=O)N(C3CCCCC3)C(=O)[C@H]2C1
18%	CC(C)COC(=O)N1CCCCC1c1cc(C(=O)N2CCOCC2)no1 (centres undefined)
-7%	CC(C)[C@@H](CO)NC(=O)[C@H]1O[C@@H](n2cnc3c(N)ncnc32)[C@H](O)[C@@H]1O
-33%	O=C(CNC(=O)N1CC(=O)Nc2ccccc21)Nc1ccc(Br)cc1F
-18%	O=C1[C@H]2[C@@H](c3ccc(C(F)(F)F)cc3)N[C@]3(CCCN(CC4CCCCC4)C3=O)[C@H]2C(=O)N1Cc1ccccc1
12%	Cc1ccc(S(=O)(=O)NC(=O)C2(C)CCN2C(=O)c2ccccc2)nc1 (centres undefined)
4%	Cc1ccc(-c2cc3nc(C)cc(N4CCN(C(=O)c5ccoc5)CC4)n3n2)cc1
30%	COc1ccc(NC(=O)COC(=O)Cc2cccs2)cc1Cl
-38%	COc1cccc(C(C)(O)c2nc(-c3ccc(S(C)(=O)=O)cc3)cs2)c1 (centres undefined)
1%	COCC#Cc1ccc2c(c1)O[C@@H](CN(C)C(=O)Nc1ccc(OC)cc1)[C@H](C)CN([C@H](C)CO)S2(=O)=O
27%	OCCNc1ncnc2c1ncn2[C@H]1CN(Cc2ccc(Cl)cc2)C[C@@H](CO)O1
-24%	C[C@H](O)C#Cc1ccc2c(c1)O[C@@H](CN(C)C(=O)c1ccncc1)[C@@H](C)CN([C@H](C)CO)S2(=O)=O
-10%	COc1ccc(C(C)(NC(C)=O)c2nc(-c3cc(F)cc(F)c3)cs2)cc1 (centres undefined)
-24%	CC(C)c1ccc(CC(=O)N2CCC2(C)C(=O)Nc2ccc3c(c2)OCO3)cc1 (centres undefined)
0%	O=S(=O)(NC1CCCC1)c1ccc(F)cc1F
-65%	CCc1nc2ccc(C(=O)NCCc3c[nH]c4ccccc34)cn2c1N(C=O)CCC(C)C
-13%	Cc1ccc(S(=O)(=O)NCCc2nnc3ccc(N4CCOCC4)nn23)cc1
0%	Cc1ccnc(NS(=O)(=O)c2ccc(NC(=O)c3cccc(Cl)c3)cc2)n1
-68%	CCN1C(=NCc2cccc(C(F)(F)F)c2)N[C@@H](c2cccc(C(F)(F)F)c2)C(C(=O)OC)=C1C
7%	Cc1cnc(CNC(=O)c2ccc3sc([C@@H]4O[C@H](CO)[C@H](O)[C@H](O)[C@H]4O)nc3c2)cn1
7%	COc1ccc(-c2c(C(=O)c3ccccc3)[nH]c(N)c2C(N)=O)cc1OC
-49%	Nc1nc2cc(Cl)ccc2cc1C(=O)NCCCc1ccccc1
-2%	O=S1(=O)N[C@@H](Cc2ccccc2)COc2cccc(N3CCC[C@H]3CO)c21
10µM*	CCOC(=O)C1(Cc2ccccc2)CCCN(C(=O)COc2ccccc2OC)C1 (centres undefined)
3%	O=C1NC[C@@H](CCCCN2C[C@H](Cc3ccc(O)cc3)N(CCc3ccc(O)cc3)C(=O)C2=O)N(CCc2ccccc2)C1=O
0%	O=C(Nc1ccc(Cc2ccc(NC(=O)Nc3cccnc3)cc2)cc1)Nc1cccnc1
-12%	CC(=O)Nc1cc(-c2cccc(NS(C)(=O)=O)c2)cn2c(-c3cccc(C(C)=O)c3)cnc12
10%	O=S(=O)(Nc1ccc(NS(=O)(=O)c2ccccc2)c2ccccc12)c1ccccc1
75%	CCc1ccc(C#CC2=CC(=O)CC(C)(C)C2)cc1
22%	COc1ccc(-c2ccc3nccn3c2)cc1
-17%	COc1ccc(NC(=O)Nc2nc(C(N)Cc3ccc(C(F)(F)F)cc3)cs2)cc1 (centres undefined)
0%	O=C(COC(=O)c1cc(S(=O)(=O)N2CCOCC2)ccc1F)Nc1ccccc1C(F)(F)F
1%	O=C(NCCc1cccc(F)c1)C1CC(O)CN1C(=O)Nc1ccccc1 (centres undefined)
33%	Cc1cccc(S(=O)(=O)NC(=O)C2(C)CCN2C(=O)Cc2ccc(-c3ccccc3)cc2)c1 (centres undefined)
1%	O=C(Nc1cc(S(=O)(=O)N2CCOCC2)ccc1N1CCCC1)c1ccccc1F
-4%	Nc1nccc2c1ncn2C1OC(CO)C(O)C1O (centres undefined)
0%	Cc1cccc(C)c1NC(=O)C(c1ccccc1)N(C)CCc1ccccc1 (centres undefined)
21%	CNc1ccc(/C=C2\C=Cc3ccccc32)cc1Cl
21%	Cc1cc(C)cc(Cn2cc(CN3CC(N4CCCC4)CS3(=O)=O)nn2)c1 (centres undefined)
-8%	Cc1cccc(C(O)c2ncc(-c3ccc(F)cc3)[nH]2)c1C (centres undefined)
22%	Cc1ccc(S(=O)(=O)NN(Cc2ccccc2)Cc2ccccc2)cc1
-14%	CC1(C(=O)NS(=O)(=O)c2ccc(Cl)s2)CCN1C(=O)c1ccc(C2CCCCC2)cc1 (centres undefined)
-10%	CC(C)CC1C(=O)N(Cc2cn(CC3CCCCC3)nn2)CCS(=O)(=O)N1Cc1ccc(-c2ccncc2)cc1 (centres undefined)
-46%	COc1cc2c(=O)[nH]c3cc([N+](=O)[O-])ccc3c2cc1[N+](=O)[O-]
0%	Cc1ccc2nc(-c3ccc(C#N)cc3)c(Cc3cccc(Cl)c3)n2c1
16%	COc1ccc(C(C)(NC(C)=O)c2nc(-c3ccc(S(C)(=O)=O)cc3)cs2)cc1 (centres undefined)
-16%	CCCCN(C=O)c1c(CC)nc2c(OCc3ccc(C(F)(F)F)cc3)cccn12

(next part)
BRCA1 expr up	SMILES
2%	CC(C)(C)c1ccc(S(=O)(=O)NC(=O)C2(C)CCN2C(=O)C2(c3ccccc3)CC2)cc1 (centres undefined)
-1%	CCOC(=O)C1CCCN(C(=O)c2cccc(C(F)(F)F)c2)CC1 (centres undefined)
-54%	COc1ccc(C(=O)c2[nH]c(N)c(C(=O)NCCc3c[nH]c4ccccc34)c2-c2ccc(Cl)c(F)c2)cc1
-25%	CCOC(=O)C1=C[C@@H](c2ccccc2)N(S(=O)(=O)c2ccc(C)cc2)[C@H]1c1cccc(Cl)c1
8%	Cc1ccccc1NC(=O)C(C)Sc1nnc(CN2CCCC2)n1Cc1ccccc1 (centres undefined)

A portion of the library (hit frequency here may not be typical).
